Bioassay records as filed in PubChem.
CIT2 TOR yeast: yeast TOR pathway CIT2-GFP modulation | S. cerevisiae CIT2-GFP strain, flow cytometry, 3 h; 100 means same as DMSO wells | GFP response vs DMSO, % at 10 µM | 320,000 tested, 0.065% active | AID 2029;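 active = GFP response relative to DMSO above a set limit, near the screen mean plus 3 SD, cut at about 150% in these data; inconclusive = Fewer than 70 cells measured for a yeast strain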;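 also: ratio of well median GFP fluorescence to mean of DMSO wells on the plate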
GRK2 inh: inhibitors of human GRK2 displacing RNA aptamer. P25098. bead flow cytometry, FAM-aptamer displacement from GRK2. inhibition of aptamer binding, % at 10 µM. 330,000 tested, 0.59% active;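 active = inhibition of aptamer binding above 40%, roughly 3 SD of noise, on plates passing a quality check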;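 also: median bead fluorescence of bound FAM aptamer so fluorescent compounds give negative values; no value below 0 was filed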
LAP4 TOR yeast: yeast TOR pathway LAP4-GFP modulation | AID 2023 | 320,000 tested, 0.34% active | S. cerevisiae LAP4-GFP multiplex, flow cytometry GFP, 3 h; median GFP as percent of DMSO wells | GFP response vs DMSO, % at 10 µM;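 active = GFP response vs DMSO above a set limit, about the screen mean plus 3 SD, cut at about 150% in these data; inconclusive = under 70 cell events counted for the yeast strain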
VLA-4 inh: inhibition in a human VLA-4 binding assay. VLA-4 expressing cells, ligand binding flow cytometry. AID 2557. inhibition, % (about 7 µM as worked out from the volumes in the protocol). 330,000 tested, 0.2% active; in the data active = inhibition above about 50%
Target sequence (P13612 whole entry, looked up): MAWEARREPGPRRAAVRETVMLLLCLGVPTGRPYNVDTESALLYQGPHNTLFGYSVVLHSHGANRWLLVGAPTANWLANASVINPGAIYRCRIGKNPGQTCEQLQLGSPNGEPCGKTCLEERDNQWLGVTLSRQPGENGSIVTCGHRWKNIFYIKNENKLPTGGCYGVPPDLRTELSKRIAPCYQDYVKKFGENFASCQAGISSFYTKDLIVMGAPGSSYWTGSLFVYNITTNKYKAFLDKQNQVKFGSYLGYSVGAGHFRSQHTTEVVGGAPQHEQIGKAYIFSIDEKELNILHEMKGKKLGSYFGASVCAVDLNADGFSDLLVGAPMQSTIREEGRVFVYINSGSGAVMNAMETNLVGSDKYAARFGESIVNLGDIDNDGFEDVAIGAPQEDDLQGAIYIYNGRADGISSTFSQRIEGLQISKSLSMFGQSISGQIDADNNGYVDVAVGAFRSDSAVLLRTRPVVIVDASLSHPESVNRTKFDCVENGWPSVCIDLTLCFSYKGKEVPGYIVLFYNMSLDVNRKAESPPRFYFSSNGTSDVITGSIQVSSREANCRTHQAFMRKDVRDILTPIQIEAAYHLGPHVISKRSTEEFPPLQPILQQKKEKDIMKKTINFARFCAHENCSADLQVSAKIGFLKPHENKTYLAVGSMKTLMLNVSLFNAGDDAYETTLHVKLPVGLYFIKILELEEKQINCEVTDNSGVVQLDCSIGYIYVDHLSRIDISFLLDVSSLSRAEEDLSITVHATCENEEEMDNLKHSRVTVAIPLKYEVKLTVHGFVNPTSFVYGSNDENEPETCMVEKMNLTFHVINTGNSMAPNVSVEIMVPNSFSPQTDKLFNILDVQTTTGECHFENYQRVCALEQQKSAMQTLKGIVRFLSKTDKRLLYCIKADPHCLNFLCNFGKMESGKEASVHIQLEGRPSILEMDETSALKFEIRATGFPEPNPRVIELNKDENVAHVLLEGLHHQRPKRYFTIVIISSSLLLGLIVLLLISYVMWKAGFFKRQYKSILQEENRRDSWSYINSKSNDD
AGP1 TOR yeast: yeast TOR pathway AGP1-GFP modulation; S. cerevisiae AGP1-GFP multiplex flow cytometry, 3 h; GFP as percent of DMSO wells; GFP response vs DMSO, % at 10 µM; 320,000 tested, 0.02% active;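 active = GFP response relative to DMSO above a set limit, near screen average plus 3 SD, cut at about 150% in these data; inconclusive = fewer than 70 cells counted for the yeast strain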;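 also: median GFP channel fluorescence of the gated AGP1 strain per well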
JMJD2C inh: inhibitors of human GASC-1 (JMJD2C) demethylase | GST-JMJD2C(1-420) H3K9me3 demethylation, DELFIA europium | inhibition, % at 2.35 µM | 330,000 tested, 0.069% active;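 active = more than half of a compound's replicate wells show inhibition beyond 50%, single wells judged on their own value; inconclusive = some, but no more than half, of replicates pass 50% inhibition; inactive = no replicate passes 50% inhibition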;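 also: signal counts dimethyl H3K9 product captured on neutravidin plate; 0% = median of DMSO wells and 100% = 0.3 times that DMSO median; strong numbers were not always called active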
RPL19A TOR yeast: alters RPL19A-GFP fluorescence in TOR pathway yeast screen. AID 2025. S. cerevisiae RPL19A-GFP strain, flow cytometry, 3 h; stronger effect = lower value. percent response vs DMSO, % at 10 µM. 330,000 tested, 0.3% active;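 active = percent response vs DMSO below 50%; inconclusive = fewer than 70 events counted for the yeast strain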;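 also: median channel GFP fluorescence of the barcoded RPL19A-GFP strain; ratio of sample median GFP to plate DMSO average so 100% = DMSO; lower means less RPL19A-GFP as with rapamycin TOR inhibition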
MEP2-GFP yeast: yeast TOR pathway MEP2-GFP modulation | S. cerevisiae MEP2-GFP strain, flow cytometry GFP, 3 h; 100% = DMSO control level | GFP response vs DMSO, % at 10 µM | 330,000 tested, 0.51% active | AID 2016;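 active = GFP response versus DMSO above a set limit, roughly screen mean plus 3 SD, cut at about 180% in these data; inconclusive = fewer than 70 cells counted for a yeast strain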;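 also: median GFP fluorescence of the barcode-gated MEP2-GFP cells per well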
An asterisk follows results filed as active; ? = inconclusive; . = no result given; + = active, no number; & = joins results of further samples.

SMILES	CIT2 TOR yeast	GRK2 inh	LAP4 TOR yeast	VLA-4 inh	AGP1 TOR yeast	JMJD2C inh	RPL19A TOR yeast	MEP2-GFP yeast
Cc1cc(C)n(-c2ccc(C(=O)Nc3ccc(S(=O)(=O)NCc4ccco4)cc3)cc2)n1	104	1	95	2	102	23	96	102
Cc1ccc(-n2cc(C(=O)c3ccc(N4CCN(C)CC4)cc3)nn2)cc1Cl	72	0	109	20	106	-3	107	105
CCC(O)c1nc2ccccc2n1CCc1ccccc1 (stereo unspecified)	106	7	101	7	105	-4	105	115
CCOCCCNC(=O)/C(C#N)=C/c1ccc([N+](=O)[O-])o1	103	14	488*	-52	80	-1	126	+
O=C(N/N=C/c1ccco1)C1COc2ccccc2O1 (stereo unspecified)	99	5	92	-14	94	9	102	96
COc1ccc(C)cc1NC(=O)C1CCN(S(=O)(=O)c2cccs2)CC1	100	0	98	7	97	-14	96	92
CC1(C)CC(=O)C(C=Nc2ccc(C(=O)c3ccccc3)cc2N=CC2=C(O)CC(C)(C)CC2=O)=C(O)C1	101	1	109	-1	108	6	105	105
Cc1nc(C(F)(F)F)c(C(=O)O)cc1-c1nc(-c2ccccc2)cs1	96	0	91	-1	94	-18	102	96
COc1ccc(NC(=O)c2cc(-c3ccncc3)nc3ccccc23)c(OC)c1	109	0	102	-8	97	1	102	101
NS(=O)(=O)c1cccc(NC(=O)COC(=O)c2cc([N+](=O)[O-])ccc2N2CCCC2)c1	99	5	92	4	99	4	99	101
CC1CCN(CCOc2ccccc2-c2ccccc2)CC1	100	0	91	-5	103	-5	102	99
COc1ccc(/C=N/N=C2\SCC(=O)N2c2c(C)n(C)n(-c3ccccc3)c2=O)cc1OC	100	3	86	14	94	2	106	102
Cc1ccc(NC2CCCN(C(=O)c3ccc4[nH]ccc4c3)C2)cc1C (stereo unspecified)	92	0	68	-1	90	6	109	103
Cc1ccc(N2C(=O)C(O)(C(F)(F)F)C3=C2CC(C)(C)CC3=O)cc1 (stereo unspecified)	105	0	101	10	105	-2	112	111
COc1ccc(N2C(=O)C(Cc3ccccc3)NC2=S)cc1 (stereo unspecified)	96	2	97	4	94	8	107	105
CN(c1nc(-c2ccc(Br)cc2)cs1)C1CCS(=O)(=O)C1 (stereo unspecified)	94	0	96	10	83	15	103	97
Cc1ccc(CNC(=O)/C=C/c2cccs2)cc1	95	4	91	-2	80	3	121	87
CCOc1ccc(C(=O)Nc2ccc(S(=O)(=O)N3C[C@@H]4C[C@@H](C3)c3cccc(=O)n3C4)cc2)cc1	102	3	116	14	104	10	102	103
CN(Cc1ccon1)Cc1cn(C)nc1-c1ccc2c(c1)OCCO2	97	0	98	-1	97	-15	97	97
CC(C)(C)CC(=O)Nc1cc2c3c(c1)CC(=O)N3CCC2	100	0	97	-3	104	-1	100	97
COc1ccccc1N1C(=O)S/C(=C\c2ccc(C)s2)C1=O	97	1	93	-51	95	4	99	104
CSCCC1NC(=O)N(CC(=O)Nc2ccc(Cl)c(S(=O)(=O)N3CCOCC3)c2)C1=O (stereo unspecified)	97	1	96	-2	99	6	99	96
Cc1ccc2[nH]c(=O)c(CN(Cc3cccs3)Cc3nnnn3Cc3ccccc3)cc2c1	96	6	101	5	101	28&-9	101	103
CCOc1ccc(C(=O)NCCN2CCCCC2)c(OCC)c1	101	0	93	20	99	-4	104	104
COc1ccc(C(C)=O)cc1CN1C(=O)NC2(CCCCCCC2)C1=O	93	0	93	1	97	4	93	103

Remaining list, next part
SMILES	CIT2 TOR yeast	GRK2 inh	LAP4 TOR yeast	VLA-4 inh	AGP1 TOR yeast	JMJD2C inh	RPL19A TOR yeast	MEP2-GFP yeast
CCC(CO)Oc1cc(NC(=O)c2ccc(Cl)cc2)c2ncn(C(C)C)c2c1 (stereo unspecified)	93	0	115	9	109	.	97	102
CCN(CC)c1nc(N)nc(N(c2ccccc2)c2ccccc2)n1	106	3	99	-1	103	-1	104	109
CCC(CC)C(=O)Nc1cc(=O)n(C)c(=O)n1C	105	0	99	-11	103	3	99	97
Cc1ccc2cc(/C=C/C(=O)c3ccco3)c(Cl)nc2c1	100	4	136	6	97	11	101	96
Cc1ccccc1OCCOc1ccc([N+](=O)[O-])cc1/C=N/n1cnnc1	101	0	98	2	89	-12	93	102
CC(C(=O)NC1CCCc2ccccc21)N1CCN(c2ccc(F)cc2)CC1 (stereo unspecified)	106	0	105	4	104	-4	100	113
O=C1CC(N2CCC(c3nc4ccccc4o3)CC2)C(=O)N1 (stereo unspecified)	94	0	90	-4	104	6	94	95
COc1cc(C(=O)OCC(=O)N2CCCC2)cc2c1OCCO2	102	1	100	20	99	-5	99	102
COC(=O)c1c(C)oc2c1cc(NS(=O)(=O)c1ccc(C(=O)O)cc1)c1ccccc12	97	1	104	33	101	-5	99	97
Clc1ccsc1-c1ccnc(-n2cccc2)n1	104	2	87	3	88	13	98	102
O=[N+]([O-])c1ccc(Nc2cccc(F)c2)nc1	96	4	94	-9	96	-3	98	100
Cc1ccc(S(=O)(=O)CCc2nnc(NC(=O)CCl)s2)cc1C	84	2	101	1	107	3	112	109
O=C(CN1CCN(S(=O)(=O)c2ccc(F)c(F)c2)CC1)Nc1ccccc1C(=O)NC1CC1	?	0	?	-9	?	.	?	?
O=C(c1ccc(Br)cc1)c1cn[nH]c1-c1ccccc1O	98	0	101	-2	102	-3	95	105
O=C(CNCC1CCCCC1)Nc1ccc(OC(F)(F)F)cc1	94	0	105	-24	104	-3	98	96
CCOc1ccc(/C=C/C(=O)c2cc(Br)ccc(=O)c2O)cc1	91	5	102	-3	84	9	96	94
Cc1cccc(NS(=O)(=O)c2cccs2)n1	101	11	104	4	101	17	101	106
Cc1cccc(/C(N)=N/OC(=O)Cc2ccccc2)c1	97	0	102	2	100	2	98	105
COc1ccc(/C=C/C(=O)NC(=S)NCC2CCCO2)cc1 (stereo unspecified)	88	0	104	4	92	-12	87	86
CC(C)(C)NC(=O)c1ccccc1-c1nc(-c2ccccc2Cl)no1	98	0	99	23	96	5	99	98
COc1cccc(OCc2nnc(SCC(=O)NCc3ccco3)n2C)c1	103	4	99	0	100	7	99	100
Cc1cc(Nc2cccc([N+](=O)[O-])c2)n2c(nc3ccccc32)c1C#N	104	39	99	12	101	-17	99	102
O=C(NCCN1CCN(Cc2ccccc2Cl)CC1)Nc1ccccc1	90	1	95	8	94	2	93	97
OCCN1CCN(C(=S)c2ccc(-c3ccccc3)cc2)CC1	93	.	104	-4	104	5	98	97
CCOC(=O)N1CCc2c(sc(NC(=O)c3ccc(S(=O)(=O)N4CCCC4)cc3)c2C#N)C1	98	0	88	8	92	-4	89	92

(listing goes on)
SMILES	CIT2 TOR yeast	GRK2 inh	LAP4 TOR yeast	VLA-4 inh	AGP1 TOR yeast	JMJD2C inh	RPL19A TOR yeast	MEP2-GFP yeast
Cc1ccc(N2CC(C(=O)OCC(=O)c3ccc([N+](=O)[O-])cc3)CC2=O)cc1 (stereo unspecified)	101	0	96	5	103	9	101	101
CC(=O)NC(C(=O)N1CCC(c2nc3ccccc3s2)CC1)C(C)C (stereo unspecified)	100	4	89	6	88	19	103	105
O=C(CCC1COc2ccccc2O1)N1CCCC1 (stereo unspecified)	104	0	100	17	99	-15	96	94
O=C(COC(=O)C12CC3CC(CC(C3)C1)C2)NCCc1ccccc1	102	0	100	23	107	3	101	103
CC(Sc1nc2ccccc2c(=O)[nH]1)C(=O)O (stereo unspecified)	105	4	110	3	103	-14	104	112
COCCCn1c(=NC(=O)c2ccccc2)c(C#N)cc2c(=O)n3cccc(C)c3nc21	106	15	95	4	78	-7	91	113
CCCCOc1ccc(C(=O)NCc2ccco2)cc1	99	1	114	11	99	3	101	101
COc1ccc(-c2cn3c(C)c(C(=O)NCc4ccc5c(c4)OCO5)sc3n2)cc1	103	1	105	6	106	-6	101	109
Cc1cc(C)c2oc(C(=O)Nc3nnc(C(C)C)s3)cc(=O)c2c1	99	0	95	21	96	31	104	99
Cc1cc2c(cc1C)C(c1ccsc1)CC(=O)N2 (stereo unspecified)	88	2	112	3	100	3	85	90
CN1CCN(c2ccc(NC(=O)c3ccc4c(c3)[nH]c(=O)n4Cc3ccc(F)cc3)cc2)CC1	107	0	98	-1	106	3	94	100
CCn1c(C)nc2cc(C(=O)NNC(=O)c3ccc(C)cc3)ccc21	97	0	104	16	97	0	97	98
COC(=O)c1cc(CSc2nc3ccccc3[nH]2)oc1C	104	3	107	31	101	11	103	104
O=C(c1c(F)c(F)c(F)c(F)c1F)N1CCN(c2cccc(C(F)(F)F)c2)CC1	106	0	94	0	102	0	102	106
COC(=O)/C=C1/S/C(=N/NC(=O)c2ccccc2OC)NC1=O	100	4	98	-19	98	5	96	103
Cc1nc(NC(=O)c2ccc([N+](=O)[O-])cc2Cl)sc1C(=O)N(C)C	104	4	103	-15	99	1	103	118
NNC(=O)c1ccc(COc2ccc([N+](=O)[O-])cc2)o1	89	0	117	19	103	7	96	102
CC(C)c1c(C(=O)N/N=C/c2ccccc2C(=O)O)nnn1-c1nonc1N	96	4	92	-5	89	13	92	91
CC(=O)Oc1ccc(C(=O)Nc2ccc(S(=O)(=O)N3CCOCC3)cc2)cc1	103	2	92	5	99	-8	102	106
Cc1cccc(-c2cc3nc4c(c(NCc5ccco5)n3n2)CCCC4)c1	86	0	122	-42	88	-1	95	92
O=[N+]([O-])c1ccc(CN2CCN(c3ccc4ccccc4n3)CC2)cc1	107	0	96	-16	106	-15	103	112
O=C(CN1CCN(C(=O)c2ccccc2)CC1)Nc1ccccc1	91	0	95	8	106	4	105	99
O=C(CSc1ncn[nH]1)Nc1ccccc1C(=O)O	96	0	98	11	99	.	96	96
Oc1ccc(CCC2CCCCN2Cc2nc(C3CC3)no2)cc1 (stereo unspecified)	93	3	99	-8	109	-5	111	105
O=C(c1ccc(COc2c(F)c(F)cc(F)c2F)o1)N1CCN(c2ccccc2)CC1	87	2	95	-3	93	3	93	93

Further compounds.
SMILES	CIT2 TOR yeast	GRK2 inh	LAP4 TOR yeast	VLA-4 inh	AGP1 TOR yeast	JMJD2C inh	RPL19A TOR yeast	MEP2-GFP yeast
N#Cc1nc(-c2ccccc2)oc1NCCN1CCCCC1	.	1	90	0	104	2	103	99
O=C(CSC1=NCCS1)Nc1ccccc1F	102	0	96	-2	99	8	94	98
CC(C)C[C@H]1CN=C(Nc2ccccc2)N1CC1CCC(C(C)(C)C)CC1 (stereo partly specified)	99	0	96	34	101	1	100	103
Cc1ccc(CN2CCN(CC(=O)N3CCc4ccccc4C3)C2=O)cc1	96	0	97	6	91	4	98	101
Cc1cccc(NC(=O)NCCN2C(=O)C3C4C=CC(C4)C3C2=O)c1 (stereo unspecified)	94	1	102	-5	102	3	100	105
c1csc(-c2nnsc2-c2nc3ccccc3[nH]2)c1	104	1	108	-126	103	-13	100	106
CCOc1ccc2nc(SCC(=O)NCc3ccc4c(c3)OCO4)[nH]c2c1	99	1	98	45	98	-9	102	103
O=C(CSc1nnc(NC(=O)c2ccccc2[N+](=O)[O-])s1)NCC1CCCO1 (stereo unspecified)	93	3	120	15	102	5	103	109
CCS(=O)(=O)n1nc(-c2ccccc2)cc1N	94	1	99	16	96	4	96	90
Cc1nn(CCCC(=O)N2CCN(c3ccc(F)cc3)CC2)c(C)c1[N+](=O)[O-]	98	1	107	11	101	1	99	98
CC(C)OC(=O)CSc1nc(N)c(C#N)c(-c2cccs2)c1C#N	98	0	101	-6	107	-9	101	104
